Bioassay records from PubChem.
Apaf1 inhib = human Apaf-1 inhibition. O14727. reconstituted apoptosome caspase-3 activity, DEVD-Rh110 fluorescence. inhibition, % at 20 µM. actives 0.71% (n = 330,000); active = inhibition of at least 40% at 20 µM;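 note: plate controls were DMSO wells for no effect and DEVD-CHO caspase inhibitor wells for full effect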
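Material: reconstituted apoptosome with Apaf-1, cytochrome c, caspase-9, procaspase-3, dATP; medium: pH 7.5 Hepes buffer with CHAPS, BSA, DTT; also added: cytochrome c and DEVD-Rh110 substrate; timing: 30 min plus 50 min, RT; signal: Rh110 fluorescence intensity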
SENP8 block = blocks the human protease SENP8. purified SENP8, Z-RLRGG-aminoluciferin cleavage, luminescence. inhibition, % at 10 µM. actives 1.2% (n = 330,000). AID 2540
Target sequence (Q96LD8 whole entry, looked up): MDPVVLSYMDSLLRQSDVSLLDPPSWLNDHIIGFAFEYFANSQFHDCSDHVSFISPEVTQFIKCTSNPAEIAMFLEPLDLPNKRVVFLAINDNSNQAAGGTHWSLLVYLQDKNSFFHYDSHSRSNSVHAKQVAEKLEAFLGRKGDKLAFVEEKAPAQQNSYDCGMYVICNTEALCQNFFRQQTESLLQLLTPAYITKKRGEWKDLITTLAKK
Jurkat NFkB inh = lowers PMA/ionomycin-induced NF-kB signal in Jurkat cells. inhibition, % at 4 µM. PMA/ionomycin-induced NF-kB luciferase reporter, luminescence. AID 435003. actives 0.53% (n = 330,000)
Gli-Sufu block = blocks Gli-Sufu signaling in a luciferase reporter; AID 588413; actives 0.74% (n = 340,000); inhibition, % at 5 µM; Sufu-KO-LIGHT fibroblasts, Gli luciferase reporter luminescence;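 active = inhibition above about 55%, limit read from the data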;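 note: 0% = DMSO-treated cells and 100% = wells with medium but no cells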
HKDC1 inh = inhibitors of human hexokinase HKDC1. recombinant HKDC1, G6PDH/diaphorase resazurin coupled fluorescence. inhibition, % at 20 µM. Q2TB90. actives 0.16% (n = 340,000);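 active = inhibition above about 35% when tested at 20 µM, limit read from the data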;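 note: plate controls were DMSO wells with enzyme for no effect and DMSO wells lacking enzyme for full effect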
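test system = in-house recombinant HK5 (HKDC1) enzyme | amount = HKDC1 at 5 µg/mL | control set = DMSO-enzyme wells negative, buffer-substituted wells positive | compound = one dose of 20 µM, 1% DMSO | schedule = reaction time 90 min, room temperature, protected from light | technique = resorufin fluorescence at 613 nm | reagent = glucose with 1 mM ATP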
SENP7 inh = inhibitors of human SENP7 protease | Q9BQF6 | recombinant SENP7, Z-RLRGG-aminoluciferin luminescence, 40 min | inhibition, % at 5 µM | actives 1.5% (n = 330,000);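 active = inhibition above about 50% at the single test dose, limit read from the data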;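 note: plate controls were DMSO with enzyme for no effect and no enzyme buffer wells for full effect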
Target sequence (Q9BQF6 706-1050 limits assumed): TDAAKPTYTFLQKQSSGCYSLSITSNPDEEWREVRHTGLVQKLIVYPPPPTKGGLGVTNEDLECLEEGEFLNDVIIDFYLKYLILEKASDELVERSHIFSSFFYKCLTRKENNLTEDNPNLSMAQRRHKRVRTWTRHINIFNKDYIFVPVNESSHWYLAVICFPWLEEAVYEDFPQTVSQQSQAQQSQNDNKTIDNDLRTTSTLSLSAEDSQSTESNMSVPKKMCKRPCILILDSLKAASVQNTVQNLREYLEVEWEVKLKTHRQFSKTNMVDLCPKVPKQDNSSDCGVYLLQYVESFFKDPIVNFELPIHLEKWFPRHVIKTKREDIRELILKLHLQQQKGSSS
697 NFkB inh = lowers PMA/ionomycin-induced NF-kB signal in 697 B cells; 697 B-cell NF-kB luciferase reporter, 16 h; inhibition, % at 4 µM; actives 0.33% (n = 330,000); AID 435022; in the data active = inhibition above about 35%
UBC13 polyUb = inhibitors of human UBC13 polyubiquitin chain formation; P61088; TR-FRET; inhibition, % at 20 µM; actives 0.47% (n = 330,000); in the data active = inhibition above about 45%, passing the limit was not always enough; inconclusive = no clear call, values can overlap the other calls
Target sequence (P61088 whole entry, looked up): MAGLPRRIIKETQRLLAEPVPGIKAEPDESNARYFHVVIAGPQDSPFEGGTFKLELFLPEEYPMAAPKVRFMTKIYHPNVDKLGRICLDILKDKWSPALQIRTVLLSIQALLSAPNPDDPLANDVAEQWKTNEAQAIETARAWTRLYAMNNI
* marks the source's active call; other numbers are inactive results; ? = inconclusive; . = no result given. Cut-off read from the data, not from the text of the source, unless noted: active = inhibition above about 50%; inactive = the rest. Random draw from the library; any-hit rate near 3.6%.

SMILES	Apaf1 inhib	SENP8 block	Jurkat NFkB inh	Gli-Sufu block	HKDC1 inh	SENP7 inh	697 NFkB inh	UBC13 polyUb
CCc1ccc(C(C)NC(=O)/C=C/c2ccc(Br)cc2)cc1 (configuration not stated)	14	-2	-4	4	-10	-6	-26	-25
CN1CCN(C(=O)Nc2cccc(-c3ccccc3)c2)CC1	-12	2	17	30	-10	0	19	-3
CC(=O)NC1=NN(C(C)=O)C(C)(CCS(=O)(=O)c2ccc(Br)cc2)S1 (configuration not stated)	3	8	3	6	-10	9	14	-4
O=C1NC(=Nc2ccccc2)c2ccc([N+](=O)[O-])cc21	-1	-5	1	-11	-10	-1	16	-2
O=C1CC(N2CCN(S(=O)(=O)c3ccc([N+](=O)[O-])cc3)CC2)C(=O)N1c1ccccc1F (configuration not stated)	9	-6	-15	3	-4	-7	20	-14
N#C/C(=N\Nc1ccccc1[N+](=O)[O-])C(=N)N1CCCCC1	1	4	-184	-104	-9	12	-119	-23
CCC(=O)Nc1nnc(-c2ccncc2)s1	-12	-4	-7	-1	-9	-5	17	-4
COc1ccc(OC)c(C2CC(=O)NC(SC)=C2C#N)c1 (configuration not stated)	12	-7	3	6	-2	0	-14	-7
CC1CCN(S(=O)(=O)c2ccc(C(=O)Nc3nnc(C4=COCCO4)o3)cc2)CC1	6	3	-12	3	-9	-1	-10	-15
CCOc1ccccc1NC(=O)COC(=O)/C=C/c1ccc(OC)c(OC)c1	17	-1	-8	7	-4	10	13	22
O=Cc1cn(-c2ccccc2)nc1-c1ccc(F)cc1	-1	-3	-30	-13	5	-2	-23	-2
Nn1c(Cc2cccc3ccccc23)n[nH]c1=S	-3	3	12	-14	-10	4	1	2
O=C(Nc1ccc(Nc2ccccc2)cc1)c1ccc(Cl)c([N+](=O)[O-])c1	14	3	-2	3	3	0	-5	-9
Cc1ccc(/C(O)=C2\C(=O)C(=O)N(C)C2c2ccc([N+](=O)[O-])cc2)cc1 (configuration not stated)	4	-9	-5	-1	-2	9	-8	-14
COc1cc(C(=S)N2CCOCC2)ccc1OC(=O)/C=C/c1ccco1	14	-8	-4	2	-8	-10	-8	-10
CCCCn1c(N)c(N(CC)C(=O)COc2ccc(C#N)cc2)c(=O)[nH]c1=O	0	1	-1	6	-4	3	3	2
[O-][n+]1onc2c1CCc1c-2nn(-c2ccccc2Cl)[n+]1[O-]	-5	4	59*	2	-4	2	-12	3
C[n+]1ccc(/C=C/c2cccs2)cc1	-11	4	1	6	-1	5	4	-1
Cc1ccc(-c2cc(-c3ccccc3)c(C#N)c(Br)n2)cc1	-1	-5	7	-7	3	-8	24	?
COc1ccc(S(=O)(=O)N2CC3C4C=CC(C4)C3C2)cc1 (configuration not stated)	-5	-5	-3	3	10	-16	-7	-2
COc1cc(/C=C(\C#N)C(=O)Nc2ccc(SC(F)F)cc2)cc(OC)c1OC	13	5	7	9	3	3	21	-7
Cc1cc(C)cc(NC(=O)CN2CCC(NC(=O)c3ccccc3F)CC2)c1	9	3	20	7	-6	0	17	7
CC(NC(=O)COC(=O)c1ccc2ccccc2n1)c1ccccc1 (configuration not stated)	-3	3	-5	8	-7	-2	-3	-3
Cc1cc2nc3n(c2cc1C)CC1CC(C(=O)NCC2CC2)N(C)C31 (configuration not stated)	-3	1	10	1	-9	-7	16	-10
Cc1cc(C(=O)N2CCN(S(=O)(=O)c3ccccc3)CC2)c(C)o1	1	-7	-14	3	3	-1	-2	-4
Cc1nn(Cc2ccccc2)c(Cl)c1C(=O)OCC(=O)NC(=O)NC12CC3CC(CC(C3)C1)C2	13	2	8	39	8	1	-7	7
CCn1cc(C2C(C(=O)Nc3ccc(Br)cn3)=C(C)NC3=C2C(=O)CCC3)c(C)n1 (configuration not stated)	-13	0	-9	4	10	6	6	11
Cc1cccc(OCC(=O)Nc2nc3ccc([N+](=O)[O-])cc3s2)c1	-5	-11	-4	-1	-4	-5	-8	-19
Cc1ccc2cc(CN(Cc3ccco3)C(=S)NCC3CCCO3)c(=O)[nH]c2c1 (configuration not stated)	17	-5	0	13	-10	-7	4	-4
CC1CCN(C(=S)NC(=O)c2ccccc2Br)CC1	0	-5	1	-12	-3	-1	4	7
Cc1ccc(C)c(NS(=O)(=O)c2c(C)[nH]c(C)c2C(=O)N2CCCCC2)c1	4	4	-2	-12	3	0	1	-6
CCN(Cc1nc2ccccc2c(=O)[nH]1)Cc1nc2ccsc2c(=O)[nH]1	2	-12	-3	8	-3	-2	20	-22
O=C(Nc1cc(F)ccc1F)C1CCCN(c2ncnc3c2nc2n3CCCCC2)C1 (configuration not stated)	14	13	9	21	9	3	-35	5
CC(C)N1C(=O)CCC1C(=O)NCCc1ccc(Cl)cc1 (configuration not stated)	1	-5	-2	-4	-11	11	2	-1
CS(=O)(=O)c1ccc2nc(NC(=O)CN3CCCCCC3)sc2c1	-12	-3	-7	-2	-3	-7	-17	-10
COc1ccccc1NC(=S)N(Cc1ccco1)Cc1cc2cccc(C)c2[nH]c1=O	15	-10	1	14	-4	-6	2	-2
COc1nc(Nc2ccc(C(C)C)cc2)nc(OC)n1	-3	-2	-30	-26	1	4	-27	1
COc1ccc(C2=NN(c3ccccc3)C(c3cccs3)C2)cc1 (configuration not stated)	12	-7	-11	-10	-4	7	-26	12
COc1ccc(NC(=O)N2CCN(C(=O)c3ccco3)CC2)c(OC)c1	-3	-4	5	-7	-6	-7	-25	-4
O=C(O)CCc1ccc(-c2ccc(Br)cc2)n1NC(=O)c1ccc([N+](=O)[O-])cc1	-11	0	1	9	-6	5	22	0
CCc1nnc(NC(=O)c2ccc(F)c(S(=O)(=O)N3CCCCC3)c2)s1	7	1	-4	-16	-2	2	-6	4
Cc1cc(NC(=O)CSc2nnc(C)c(=O)[nH]2)no1	-1	8	16	-6	-2	1	19	-1
Nc1nc(N)c(N=Nc2ccc(SCC(=O)O)cc2)c(=O)[nH]1	-1	0	-8	0	-6	1	-24	-13
CCC(=O)NCCc1nc2cc(NC(=O)c3ccc(Cl)cc3)ccc2n1C	-1	-5	-81	-56	0	8	-117	0
C/C(=N/NS(=O)(=O)c1ccc(C(C)(C)C)cc1)c1ccc2c(c1)OCO2	0	-1	10	-1	2	13	9	-11
O=C(NC(=S)Nc1ccc(N2CCOCC2)cc1)c1ccccc1	2	8	-31	-70	-8	-8	-41	7
Cc1c(Cl)cccc1N1C(=O)CC(NNC(=O)c2ccc3c(c2)OCO3)C1=O (configuration not stated)	-2	-6	7	1	-1	4	16	12
CN(CC(=O)Nc1cccc2c1CCCC2)S(=O)(=O)c1ccc(Br)cc1	17	5	-16	-2	4	-3	11	9
COc1cc(OC)c(C2=NOC(C(=O)NCc3ccc4c(c3)OCO4)C2)cc1Cl (configuration not stated)	-6	-8	3	2	0	-12	3	2
O=C(CCN1C(=O)CSC1=O)Nc1ccc(Br)cc1	0	11	6	-4	-1	1	5	2
NNC(=O)CNC(c1ccccc1)c1cc(Br)ccc1NC(=O)CCN1CCOCC1 (configuration not stated)	9	-5	2	10	0	12	-3	12
COC(=O)Cc1cc(=O)n2[nH]c(C)c(-c3ccccc3)c2n1	14	1	5	1	-2	4	13	3
Cc1cccc(NC(=S)N2CCC(N(C)CC3CCCO3)CC2)c1C (configuration not stated)	-14	-2	12	7	-7	-1	21	11
CCOC(=O)c1c(C)c(-c2ccccc2)n(CC(=O)N2CCN(C)CC2)c1C	14	-4	-3	0	-8	9	-15	-5
COc1ccc(CNC(=O)CN(C(=O)c2csnn2)c2ccc(C(C)=O)cc2)cc1	-2	2	-8	-8	-3	-2	6	0
OC[C@@H]1[C@@H](c2ccc(Cl)cc2)C(c2cccc(Cl)c2)=NN1c1ccccc1	20	.	.	-3	1	4	-33	.
COc1ccc(/C=C(/NC(=O)c2ccccc2)C(=O)NC2CCS(=O)(=O)C2)cc1 (configuration not stated)	-12	-2	-5	-12	-7	-2	-3	-1
CCn1ncc([N+](=O)[O-])c1C(=O)Nc1nc2cccc(C)c2s1	1	-1	-17	2	-1	5	-11	-8
COc1cc(OC)c(OC)cc1/C=C1\SC(N2CCCCC2)=NC1=O	2	2	2	.	22	2	18	-3
CC1CCC2(CC1)NC(=O)N(CC(=O)Nc1ccc3c(c1)OCCCO3)C2=O (configuration not stated)	-3	-11	-5	-4	-6	-13	-1	1

The results go on.
SMILES	Apaf1 inhib	SENP8 block	Jurkat NFkB inh	Gli-Sufu block	HKDC1 inh	SENP7 inh	697 NFkB inh	UBC13 polyUb
CCCCC(=O)Nc1nnc(SCC(=O)NC2CCCC2)s1	3	0	-6	5	0	-10	4	-2
O=C(OCc1cc([N+](=O)[O-])cc2c1OCOC2)c1ccc2ccccc2n1	7	-3	-8	38	0	-14	-15	-14
NC(=O)NC(=O)COC(=O)/C=C/c1cccc(Br)c1	3	-13	14	0	-1	-3	4	-7
Cc1ccccc1NS(=O)(=O)c1ccc(OCC(=O)N2CCCC2)cc1	-5	3	7	2	4	-1	-10	2
COC(=O)c1c(NC(=O)c2nc3ccccc3s2)sc2c1CC(C)(C)NC2(C)C	58*	-11	0	16	-3	8	-13	97*
Fc1cccc(F)c1-c1nc(-c2ccncc2)no1	1	23	-20	-43	-5	44	-28	5
Cn1c(-c2ccc(Br)o2)nc2ccccc21	-3	95*	-114	-95	-4	99*	-131	-2
CC1(C(=O)O)COC(c2ccc([N+](=O)[O-])cc2)OC1 (configuration not stated)	-12	1	2	4	-6	-6	-8	-9
CN1C(=O)c2ccc(NC(=O)c3c(F)c(F)c(F)c(F)c3F)cc2C1=O	6	-7	-12	4	0	-6	-6	0
C=CCn1c(=NC(=O)C2CC2)sc2cc(NC(C)=O)ccc21	13	1	-14	-11	-2	4	-21	3
CCOC(=O)c1[nH]nc2c1C(=O)N(CC)C2=O	2	-9	12	-1	-6	4	20	7
c1cc2c3c(cccc3c1)NC1(CCC3(CC1)Nc1cccc4cccc(c14)N3)N2	40*	-3	21	-1	12	3	-43	-36
Cc1cc(Br)ccc1NC(=O)CNC(=O)CN1C(=O)NC2(CCCCCC2)C1=O	2	3	3	-2	-2	1	-19	5
COc1cc(-c2cc(N)n(S(=O)(=O)c3ccccc3)n2)cc(OC)c1OC	6	14	4	6	-6	7	24	12
COC(=O)c1cccc(NC(=O)CSc2nc(C)cc(=O)[nH]2)c1	4	-3	13	1	2	-2	12	-2
Cc1ccc(S(=O)(=O)CCC(=O)OCC(=O)N2CCN(S(=O)(=O)c3ccc(Cl)cc3)CC2)cc1	10	3	-12	-5	-4	2	22	-2
